# Assay outcomes: PubChem BioAssay, National Center for Advancing Translational Sciences (NCATS)
# BRCT inh green: blocks human BRCA1 BRCT binding to phosphopeptide, green readout; P38398; BRCA1 BRCT-phosphopeptide binding, green fluorescence polarization; Potency, µM (doses to about 76.9 µM), without a hit: at the top dose activity change, negative = inhibition, usual class: inhibitors; 0.05% of 75,000 active;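 note: potency is the fitted concentration of half-maximal effect; plate controls were peptide without protein for full effect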
#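 Compounds were incubated for 12 min at room temperature with a complex of 100 nM fluorescein-tagged pBACH1 decapeptide and 250 nM His-tagged BRCT protein. Buffer was phosphate pH 7.3 with EDTA, DTT and Tween 20. Disruption of binding lowers the polarization signal.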
# CRE Fsk mod: CRE-bla signaling modulation under forskolin stimulation; CHO CRE-bla reporter (cAMP response element driving beta-lactamase), forskolin EC10, beta-lactamase ratio; AID 662; Potency, µM (titrated, usually from 38.2 µM), for the others: top-dose activity change, negative = inhibition, actives largely listed as activators; 2.5% of 71,000 active; active = well fitted activation curve with a large enough effect in the signal ratio, with a control signal flat, not every such curve was filed as active; inconclusive = small, poorly fitted or top-dose-only effect, or effect the other way, or a change in a side signal; the % refers to the signal ratio; note: potency is the fitted concentration of half-maximal effect; % of control where 0% means no effect
#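 CHO CRE-bla cells, overnight plating in Opti-MEM with 0.5% dialyzed FBS; cpd titration + EC10 NKH 477, 3 h 37 °C; CCF4 2 h RT; ex 405/em 460 vs 530 ratio → %Activity, AC50.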
# Epigenetic mod: epigenetic GFP locus derepression in mouse cells | Potency, µM (highest dose often 46.1 µM), without a hit: at the top dose GFP derepression (activation) | 0.09% of 68,000 active | AID 597 | mouse C127i GFP locus derepression, cytometry, 30 h; note: % of control where 0% means no effect
#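 Murine C127i mammary cells carrying a silenced, stably integrated CMV-driven GFP reporter were treated with compound for 30 hours at 37 C. After PBS washes, GFP-positive cells were counted by laser-scanning microplate cytometry.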
# HBB splicing: alters splicing of the hemoglobin beta chain; HBB splicing reporter cell assay, activation; EGFP reporter with mutant IVS2-654 intron; response scale: normalised to 500 nM splice-correcting PNA; Potency, µM (top dose mostly 46.1 µM), for the others: at the top dose activation, usual class: activators; 0.06% of 65,000 active; note: potency is the fitted concentration of half-maximal effect; 0% is about no effect
#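 HeLa cells stably expressing EGFP interrupted by mutant beta-globin intron 2 (IVS2-654), 500/well in 2% FCS. Treated with compound for 2 days at 37C. Splicing correction scored as total well GFP intensity (488 nm excitation, 500-520 nm emission); 500 nM antisense PNA served as control.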
# BRCT inh red: BRCT-phosphoprotein interaction inhibition (red fluorophore); P38398; BRCT-phosphopeptide binding, red fluorescence polarization; Potency, µM (doses to about 76.9 µM), for inactives: at the top dose activity change, negative = inhibition, actives largely listed as inhibitors; 0.03% of 75,000 active; note: % is set by controls: 0 for no effect and ±100 for the full control effect
#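 Fluorescence polarization: 100 nM His-tagged BRCA1 BRCT with 100 nM TAMRA-labelled phospho-BACH1 decapeptide, phosphate buffer pH 7.3 with 150 mM NaCl, DTT, 0.01% Tween 20; 12 min RT. Binding inhibition seen as FP decrease.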
# HADH2 inhib: inhibitors of human HADH2 dehydrogenase. 3.4% of 73,000 active. recombinant HADH2, NADH fluorescence, beta-hydroxybutyryl-CoA. Potency, µM (highest dose often 57.1 µM), for the others: at the highest dose activity change, negative = inhibition, hits mostly inhibitors. Q99714; note: potency is the fitted concentration of half-maximal effect; % is set by controls: 0 for no effect and ±100 for the full control effect; nearly all actives have a fitted effect of over 60% in size; many of its hits are not listed in these tables
# Target sequence (Q99714 whole entry, looked up, one chain of several): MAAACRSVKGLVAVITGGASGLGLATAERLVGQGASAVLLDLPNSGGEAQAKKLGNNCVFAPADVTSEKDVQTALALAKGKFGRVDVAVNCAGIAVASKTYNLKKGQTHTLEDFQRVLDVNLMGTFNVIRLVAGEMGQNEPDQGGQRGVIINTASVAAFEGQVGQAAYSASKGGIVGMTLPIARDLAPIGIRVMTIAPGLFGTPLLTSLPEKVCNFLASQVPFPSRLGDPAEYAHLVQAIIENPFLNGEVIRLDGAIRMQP
#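 E. coli-expressed His-tagged HADH2 tested at 20 nM in alkaline Tris buffer (pH 9.0); oxidation of 90 uM beta-hydroxybutyryl-CoA with 1 mM NAD+ tracked fluorimetrically for 4 min.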
# Ub-GFP proteasome: inhibits proteasome, raising ubiquitin-GFP reporter fluorescence; Ubiquitin-GFP reporter cells, proteasome inhibition, GFP fluorescence; response scale: untreated = 0%, 10 µM MG-132 = 100%; Potency, µM (highest dose often 45.9 µM), for the others: at the highest dose activation (GFP accumulation), actives largely listed as activators; 67,000 tested, under 10 active; AID 526; active = well fitted activation curve with a large enough effect, not every such curve was filed as active; inconclusive = small, poorly fitted or top-dose-only effect, or another doubt; inactive = no such curve, though single readings can be large or run the other way; note: potency is the fitted concentration of half-maximal effect
#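 Proteasome blockade was scored as a rise in GFP-expressing U2OS cells carrying a ubiquitin(G76V)-GFP construct, imaged after 4 hr compound treatment at 37 °C across a 46 uM–2.9 nM series.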
# Hsp90 Hop PPI: changes Hsp90-Hop TPR2A binding signal, up or down. AlphaScreen TPR2A-His6 binding biotin-Hsp90 C-terminal peptide. Potency, µM (top dose mostly 57 µM), for the others: at the top dose activity change, negative = inhibition. 0.44% of 71,000 active; active = well fitted curve in either direction with a large enough effect; inconclusive = small, poorly fitted or top-dose-only effect, or another doubt; note: potency is the fitted concentration of half-maximal effect; % is set by controls: 0 for no effect and ±100 for the full control effect; many of its hits are not listed in these tables
# 15-hLO inh: 15-hLO (ALOX15) enzyme inhibition; 1.4% of 74,000 active; P16050; AID 887; purified 15hLO-1, xylenol orange hydroperoxide absorbance; Potency, µM (doses to about 57.1 µM), for the others: at the highest dose activity change, negative = inhibition, hits mostly inhibitors; note: potency is the fitted concentration of half-maximal effect; % is set by controls: 0 for no effect and ±100 for the full control effect; nearly all actives have a fitted effect of over 55% in size
# Target sequence (P16050 whole entry, looked up): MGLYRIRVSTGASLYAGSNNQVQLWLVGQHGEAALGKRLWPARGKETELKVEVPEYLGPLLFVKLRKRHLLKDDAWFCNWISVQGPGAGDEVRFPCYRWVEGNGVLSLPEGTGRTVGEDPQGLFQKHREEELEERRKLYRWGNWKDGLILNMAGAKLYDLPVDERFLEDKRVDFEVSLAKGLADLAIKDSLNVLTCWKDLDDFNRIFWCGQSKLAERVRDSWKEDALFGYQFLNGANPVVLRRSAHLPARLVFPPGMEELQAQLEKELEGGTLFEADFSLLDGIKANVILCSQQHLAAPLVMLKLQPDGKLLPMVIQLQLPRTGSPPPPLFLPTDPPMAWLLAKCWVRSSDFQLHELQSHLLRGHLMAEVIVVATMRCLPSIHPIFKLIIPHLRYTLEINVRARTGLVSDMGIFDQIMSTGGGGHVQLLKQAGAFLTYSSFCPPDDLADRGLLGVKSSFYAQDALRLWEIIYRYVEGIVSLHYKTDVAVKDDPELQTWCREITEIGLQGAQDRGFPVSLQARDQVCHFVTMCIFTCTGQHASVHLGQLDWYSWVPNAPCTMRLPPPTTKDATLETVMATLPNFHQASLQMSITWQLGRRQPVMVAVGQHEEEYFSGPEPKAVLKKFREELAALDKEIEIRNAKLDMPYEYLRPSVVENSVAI
#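 Inhibition is scored from a chromogenic endpoint. After 15 min enzyme-compound contact, arachidonic acid (50 uM final) reacts 6 min with 40 nM 15hLO-1 at room temperature, then Fe-XO reagent is added for 30 min and absorbance ratio recorded.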
# Pol III holo inh: blocks replication by bacterial DNA polymerase III holoenzyme | reconstituted DNA polymerase III holoenzyme replication, biochemical | 0.25% of 71,000 active | Potency, µM (titrated, usually from 57.1 µM), for inactives: at the top dose activity change, negative = inhibition; note: potency is the fitted concentration of half-maximal effect; % is set by controls: 0 for no effect and ±100 for the full control effect
#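 Reconstituted *E. coli* holoenzyme (0.35 nM Pol III, 1 nM beta, 154 nM SSB, 2 nM primase) was preincubated with compound for 15 min at RT. Synthesis on 1.4 nM ssM13Gori ran 35 min, then was stopped with PicoGreen/EDTA and read as dsDNA fluorescence.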
# USP2a inh: inhibitors of human ubiquitin-specific protease USP2a | USP2a enzymatic assay, qHTS inhibition | Potency, µM (doses to about 38.3 µM), for inactives: at the top dose activity change, negative = inhibition, actives largely listed as inhibitors | 0.1% of 60,000 active | AID 927;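 note: potency is the fitted concentration of half-maximal effect; nearly all actives have a fitted effect of over 60% in size; plate controls were DMSO for no effect and NEM full inhibition control for full effect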
#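 20 nM USP2 core + cpd, 30 min RT; add 20 nM Ub-PLA2/20 uM NBD C6-HPC; read Ex460/Em535 at 0 h and 2.5 h. Normalized to NEM; qHTS curve fit/classification.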
# * = called active by the depositor; ? = inconclusive; nt = no result given; [ ] = dose if it differs, or a comment. Unless noted, calls come from the whole dose curve; as a rule, active = well fitted curve in the direction sought with a large enough effect; inconclusive = small, poorly fitted or top-dose-only effect, or another doubt; inactive = no such curve, though single readings can be large; an effect the other way counts as inactive or inconclusive. These rows are one share of the data. The share of hits here may be higher or lower than overall.
SMILES,BRCT inh green,CRE Fsk mod,Epigenetic mod,HBB splicing,BRCT inh red,HADH2 inhib,Ub-GFP proteasome,Hsp90 Hop PPI,15-hLO inh,Pol III holo inh,USP2a inh
N#CC(C(N)=O)=C1CCC2(CC1)OCCCCO2,-2.9%,-1%,-1%,-0.1%[57.5 µM],0.1%,-6%,-3%,-4%,-20%,-5%,nt
CN(C)C(=O)N1CCC(C(=O)NCc2ccc(F)cc2Cl)CC1,-1.4%,-3%,0%,1.8%[57.5 µM],0.1%,2%,-4%,-4%,6%,-3%,-11%
CN1C(=O)C2(C(C#N)=C(N)Oc3c2oc(CO)cc3=O)c2ccccc21 (configuration not stated),-2.5%,-3%,11%,-0.4%,-3.4%,8%,7%,-2%,1%,-7%,-6%
CC1(C)Cc2c(sc3c2c(=N)n(Cc2ccco2)c(=O)n3CC(=O)Nc2cccc(Cl)c2)CO1,-1.3%,?,18%,0.0%,1.7%,1%,-2%,-3%,-4%,1%,43%[activator]
O=C(NCCCN1CCN(Cc2ccccc2)CC1)c1nnc(Cc2c(F)cccc2Cl)o1,0.0%,-18%,-2%,-3.4%[1.84 µM],-0.1%,6%,-10%,-3%,-1%,-4%,26%
CCCCCNCCCCC,0.4%,-2%,nt,1.0%,-0.5%,1%,nt,-3%,1%,-7%,nt
COc1ccc(-n2c3c(cc(C(=O)N4CCC(C)CC4)c2=O)C(=O)CC(C)(C)C3)cc1,-0.3%,1%,2%,-0.7%,-0.7%,-1%,?,-3%,8%,1%,nt
Cc1nc2nc(COc3ccccc3)[nH]n2c(=O)c1Cl,-2.3%,5%,-2%,-5.6%[57.5 µM],0.7%,0%,2%,1%,-5%,-2%,0%
O=C(CCn1cnc2ccccc2c1=O)Nc1ccc(S(=O)(=O)N2CCCC2)cc1,-0.1%,12%,0%,0.7%,-0.2%,5%,0%,-3%,1%,3%,33%[activator]
Cc1ccc2c(c1)N(CC(=O)NC1CCC(C)CC1)C(=O)CO2 (configuration not stated),-1.3%,-7%,2%,0.6%,-1.0%,-2%,0%,4%,-11%,-6%,10%
O=C(NCCCN1CCN(c2cccc(Cl)c2)CC1)c1ccc(N2CCCC2=O)cc1,-0.4%,?,5%,0.0%,0.0%,1%,14%,-4%,6%,-4%,37%[activator]
Cc1c(O)c(Br)c(C)c(O)c1Br (tested in a mixture with another compound),-0.1%[15.4 µM],19%[7.6 µM],2%[9.22 µM],3.4%[9.22 µM],1.5%[15.4 µM],0.4µM*,0%[9.17 µM],-4%[11 µM],?,-6%[11.4 µM],nt
COC(=O)c1c(NC(=O)c2nc3ncccn3n2)sc(C(=O)N(C)C)c1C,-3.7%,?,-3%,-0.7%,-1.0%,?,3%,0%,-9%,-4%,-7%
Cn1cnc2c1c(=O)n(CC(O)CO)c(=O)n2C (configuration not stated),-1.0%,-3%,2%,nt,-0.5%,-2%,4%,-3%,5%,-6%,-9%
COCCn1c(=O)c(-c2cc(F)cc(F)c2)nc2cnc(N(C)C)nc21,-2.1%,10µM*,-2%[9.22 µM],-0.1%,0.3%,2%,-3%,-3%,0%,-5%,-11%
Cc1ccc(N2CC(C(=O)NCC3CCCO3)CC2=O)cc1Cl (configuration not stated),-2.5%,-6%,4%,-0.6%,-0.9%,7%,-4%,-1%,3%,-4%,5%
COc1ccc(-n2c(SCc3ccc(C#N)cc3)nnc2-c2ccccn2)cc1,-5.4%,-10%,3%,3.7%,0.0%,-11%,-13%,?,4%,-6%,17%
CC(=O)c1c(C)[nH]c(C(=O)OCC(=O)Nc2ncc(Cl)c(C)c2Cl)c1C,1.9%,10%,3%,-0.2%[57.5 µM],-1.5%,13%,4%,-2%,-13%,1%,32%[activator]
O=C(c1cc(C(F)(F)F)cc(C(F)(F)F)c1)N1CCC[C@@]2(CCN(Cc3nccs3)C2)C1,-3.6%,-3%,2%[9.22 µM],-0.6%,-0.1%,13%,-5%,-6%,2%,-16%,58%[activator]
Cc1nc(-c2cccc(N)c2)cs1,1.7%,?,nt,0.3%,1.5%,-5%,13%,-2%,9%,-2%,nt
CC(C)Cc1cc(C(=O)Nc2ccc3c(c2)OCO3)no1,-0.9%,-5%,nt,-0.7%,-1.1%,3%,27%,-2%[2.3 µM],-2%,-4%,nt
O=C(CSc1nnc2ccccn12)N1CCOCC1,-0.9%,-1%,6%,0.6%,-0.2%,?,-3%,0%,3%,-4%,-2%
CSc1nnc2c3ccccc3n(CCc3ccccc3)c2n1,1.7%,0.016µM*,-2%,-3.6%[0.0738 µM],0.2%,-3%[11.4 µM],7%[9.17 µM],3%[11 µM],-18%[11.4 µM],-6%[11.4 µM],0%[7.66 µM]
NC(=O)c1ccsc1NC(=O)COC(=O)Cc1ccsc1,-0.7%,-7%,9%,0.0%[57.5 µM],0.6%,-16%,-2%,2%,-3%,-4%,6%
Cc1ccc(NC(=O)c2noc3c2CCCCC3)cc1,-0.9%,-19%,2%,2.3%,0.4%,-9%,-11%,6%,3%,-2%,8%

# One compound at a time, from the list above. Order of values: BRCT inh green, CRE Fsk mod, Epigenetic mod, HBB splicing, BRCT inh red, HADH2 inhib, Ub-GFP proteasome, Hsp90 Hop PPI, 15-hLO inh, Pol III holo inh, USP2a inh
# Record of Cc1nc(-c2cccc(N)c2)cs1 = 1.7%, ?, nt, 0.3%, 1.5%, -5%, 13%, -2%, 9%, -2%, nt
# Record of CN(C)C(=O)N1CCC(C(=O)NCc2ccc(F)cc2Cl)CC1 = -1.4%, -3%, 0%, 1.8%[57.5 µM], 0.1%, 2%, -4%, -4%, 6%, -3%, -11%

# The list goes on.
SMILES,BRCT inh green,CRE Fsk mod,Epigenetic mod,HBB splicing,BRCT inh red,HADH2 inhib,Ub-GFP proteasome,Hsp90 Hop PPI,15-hLO inh,Pol III holo inh,USP2a inh
CCCn1c(SC2C(=O)CC(C)(C)CC2=O)nc2c1c(=O)n(C)c(=O)n2C,-2.8%,3%,-2%,nt,-0.3%,?,-1%,4%,-1%,-2%,-6%
Cc1c(C(=O)O)sc(=S)n1CCOc1ccccc1,-1.5%,-10%[7.6 µM],5%,-1.7%[0.0738 µM],-1.7%,-10%[11.4 µM],-16%[9.17 µM],-3%[11 µM],-2%[11.4 µM],-10%[11.4 µM],1%[7.66 µM]
CCCOC(=O)C1[C@H]2C(=O)N(CCCOC)C[C@]23C=C[C@H]1O3 (some centres not stated),-1.0%,9%,4%,-0.9%[1.84 µM],-1.5%,3%,-10%,-6%,3%,-1%,5%
Cc1ccc(N2CCn3c2nc2c3c(=O)n(CCc3ccccc3)c(=O)n2C)cc1,-1.0%,13%,4%,5.0%[0.369 µM],-0.9%,8%,0%,-3%,4%,-6%,2%
COc1cccc(CNC(=O)Cn2c(=O)oc3ccccc32)c1OC,-1.2%,-2%,0%,0.5%,0.6%,4%,4%,1%,10%,-5%,nt
O=C(Nc1nc2c(s1)CCCC2)c1cccs1,-0.4%,-1%,?,nt,-0.5%,0%,1%,0%,-21%,-4%,-2%
COc1ccccc1N1CCN(C(CNC(=O)c2ccco2)c2cccnc2)CC1 (configuration not stated),0.7%,-20%,nt,-0.6%,-1.2%,11%,4%,-6%,1%,-2%,nt
CSc1ccccc1NC(=O)CCn1c(=O)sc2ccccc21,-1.7%,-22%,0%,0.7%,-1.3%,-3%,10%,2%,-1%,-2%,5%
CCC1Oc2ccc(C)cc2N(CC(=O)NCc2cccc(OC)c2)C1=O (configuration not stated),-0.7%,-17%,0%,-1.8%,-0.1%,4%,11%,3%,-4%,1%,13%
Cc1nnc(SCC(=O)Nc2nc(-c3ccccc3)cs2)n1N,-3.6%,-16%,-1%,-4.5%[57.5 µM],0.0%,19%,-2%,-1%,-15%,-10%,?
COC(=O)c1ccc(C(=O)OC)c(NC(=O)c2ocnc2C)c1,-2.0%,19%,-2%,2.9%[1.84 µM],0.9%,-4%,1%,0%,7%,-2%,0%
Clc1ccc(OCc2nnc(SCc3nc4ccccc4[nH]3)n2Cc2ccco2)cc1,9.8%,-1%,-2%,-1.1%[57.5 µM],-0.7%,5%,-2%,-10%,1%,3%,58%[activator]
